TGFb inhibitor – inhibitors of TGF-b signaling | HepG2 CAGA-GFP TGF-b/SMAD3 reporter, GFP fluorescence, 18 h; TGF-beta stimulated, 500 pg/mL final | Potency, µM (highest dose often 46.1 µM), without a hit: top-dose activity, negative = inhibition, usual class: inhibitors | 410,000 tested, 1.2% active; note: potency is the fitted concentration of half-maximal effect; % is set by controls: 0 for no effect and ±100 for the full control effect; nearly all actives have a fitted effect of over 65% in size
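HEPG2 CAGA-GFP reporter cells (1000/well, DMEM with 1% FBS) received compounds, then recombinant TGF-beta at 500 pg/mL final for 18 hours at 37 degrees C. Per-cell GFP summed per well was normalised to unstimulated and stimulated DMSO controls before curve fitting.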
pAkt inh – Akt phosphorylation inhibition; Neuro2A IGF-stimulated pAkt S473 HTRF, 20 min; stronger effect = lower value; activity change, % for hits at 50 µM; 360,000 tested, 0.32% active; in the data active = activity change below about -80%; inconclusive = mostly about -51% to -80%; note: % is set by controls: 0 for no effect and ±100 for the full control effect
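Single-point screen (50 µM final compound) in Neuro2A cells stimulated 20 min with 6 nM IGF at 37 deg C. After lysis, Ser473-phosphorylated Akt read by HTRF (ex 330 nm, em 615/665 nm) as the 665/615 ratio.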
Nrf2 ARE act – activators of Nrf2 (ARE) signaling. Potency, µM (top dose mostly 46.1 µM), for inactives: at the highest dose activation, actives largely listed as activators. AREc32 ARE-luciferase reporter (MCF7-derived line), luminescence, 24 h. AID 624171. 410,000 tested, 0.31% active; note: potency is the fitted concentration of half-maximal effect; % of control where 0% means no effect; nearly all actives have a fitted effect of over 65% in size
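Luciferase luminescence (Steady-Glo, 30 min at room temperature) served as the read-out of ARE activation in AREc32 cells treated with compounds for 24 hr at 37 deg C.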
MmCpn inh – blocks the Methanococcus maripaludis chaperonin Mm-Cpn. purified Mm-Cpn ATPase, ADP Transcreener TR-FRET. Potency, µM (highest dose often 76.9 µM), for the others: top-dose activity, negative = inhibition, usual class: inhibitors. 330,000 tested, 0.031% active. AID 504842; note: potency is the fitted concentration of half-maximal effect; % is set by controls: 0 for no effect and ±100 for the full control effect; nearly all actives have a fitted effect of over 80% in size
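Reaction buffer contained 30 mM Tris pH 7.4, 100 mM KCl, 5 mM MgCl2 and 1 mM DTT. Mm-CPN (25 nM final) hydrolysed 10 uM ATP over 30 min at 37°C; ADP was read by HTRF.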
CCT chaperon mod – changes cytosolic chaperonin activity | 360,000 tested, 0.3% active | purified chaperonin ATPase assay, HTRF ADP detection, 30 min | activity change, % (no concentration beside the values), hits read low; in the data active = activity change below about -30%; note: % is set by controls: 0 for no effect and ±100 for the full control effect
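Enzyme 40 or 20 nM (batch-dependent) in Tris pH 7.4/KCl/MgCl2/DTT; cpd 76 uM single point; ATP 10 uM; 30 min 37 °C; Transcreener ADP HTRF detection, 30 min RT; ratio 665/615.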
A549 tox – kills or reduces viability of A549 cells in Nrf2 counter-screen; 390,000 tested, 0.16% active; A549 ARE-Fluc cells, CellTiter-Fluor viability, 18-24 h; Potency, µM (top dose mostly 46 µM), inactives show at the highest dose activity change, negative = cytotoxicity, most hits filed as inhibitors; AID 504648; note: potency is the fitted concentration of half-maximal effect; % is set by controls: 0 for no effect and ±100 for the full control effect
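A549 ARE-Fluc cells in 5% FBS OPTI-MEM, 5000 cells/well, rested 2 h then exposed to compounds in concentration-response for 18-24 h at 37 °C. Viability by CellTiter-Fluor fluorescence (Ex 405/Em 525) after 30 min; luciferase luminescence (BugLite, 15 min, RT) read afterwards.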
HepG2 viability – HepG2 cytotoxicity, counter-screen for TGF-b inhibitors | HepG2 CAGA-GFP viability, ATP luminescence, 18 h | Potency, µM (titrated, usually from 46.1 µM), for inactives: at the top dose activity change, negative = cytotoxicity, actives largely listed as cytotoxic | 410,000 tested, 0.76% active; note: potency is the fitted concentration of half-maximal effect; some results filed as inactive show a strong effect at the top dose
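CellTiter-Glo luminescence gave cytotoxicity after 18 hours at 37 degrees C. The cells were HepG2 CAGA-GFP in 1% FBS DMEM, stimulated with 500 pg/mL TGF-beta after compound addition. %Activity was normalised to no-cell wells (complete cell-killing) and DMSO (no toxicity), and curves were fitted and classified.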
ATXN viability – cell viability loss in ATXN counter-screen | S2 cells (HEK-293 line with an ATXN2-luciferase reporter) viability, CellTiter-Fluor protease fluorescence, 24 h | Potency, µM (series often up to 56.7 µM), most hits filed as cytotoxic | 400,000 tested, 0.49% active | AID 651635; note: potency is the fitted concentration of half-maximal effect; nearly all actives have a fitted effect of over 40% in size
Nrf2 block – blocks Nrf2 signaling; 360,000 tested, 2.1% active; Potency, µM (series often up to 46 µM), inactives show at the highest dose activity change, negative = inhibition, most hits filed as inhibitors; A549 ARE-Fluc reporter, luciferase luminescence, 18-24 h; note: potency is the fitted concentration of half-maximal effect; % is set by controls: 0 for no effect and ±100 for the full control effect; nearly all actives have a fitted effect of over 60% in size
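Quantitative HTS in A549 cells stably bearing an antioxidant response element-firefly luciferase construct. Inhibition of Nrf2-driven transcription was scored by luminescence after 18-24 h of compound exposure at 37 °C.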
* marks the source's active call; other numbers are inactive results; & = joins results of further samples; [ ] = remark or other dose. Unless noted, calls come from the whole dose curve; as a rule, active = well fitted curve in the direction sought with a large enough effect; inconclusive = small, poorly fitted or top-dose-only effect, or another doubt; inactive = no such curve, though single readings can be large; an effect the other way counts as inactive or inconclusive. Compounds were not picked by outcome. Share with any hit: about 4.4%.

For CC(C)(C)n1nnnc1C(c1cccs1)N(Cc1cccnc1)CC1CCCO1 (stereo not drawn) the results were TGFb inhibitor -10%, pAkt inh inactive, Nrf2 ARE act 0.8%, MmCpn inh 0%, CCT chaperon mod 0.2, A549 tox 3%, HepG2 viability -28%, ATXN viability inactive and Nrf2 block 14%.
`Cc1ccc2sc(N(CCCN(C)C)C(=O)c3ccco3)nc2c1C` gave Nrf2 ARE act 9.2%, A549 tox 14%, HepG2 viability -56% and Nrf2 block 6%.
`O=C(CN1CCN(c2ccc(O)cc2)CC1)Nc1ccc2c(c1)OCCCO2` gave TGFb inhibitor inconclusive, pAkt inh inactive, Nrf2 ARE act 3.2%, MmCpn inh -1%, CCT chaperon mod -10, A549 tox -6%, HepG2 viability -16%, ATXN viability inconclusive and Nrf2 block inconclusive.
`O=C(Nc1ccccc1F)C1CCN(S(=O)(=O)c2cccnc2)CC1` gave TGFb inhibitor 1%, pAkt inh inactive, Nrf2 ARE act -0.9%, MmCpn inh -1%, CCT chaperon mod -1.7, A549 tox 6%, HepG2 viability -12%, ATXN viability inactive and Nrf2 block 9%.
`COC(=O)c1cc(NC(=O)c2cc(-c3ccc(Cl)cc3)oc2C(F)(F)F)ccc1N1CCOCC1` gave TGFb inhibitor inconclusive, pAkt inh inactive, Nrf2 ARE act 0.6%, MmCpn inh 1%, CCT chaperon mod 0.8, A549 tox -17%, HepG2 viability -29%, ATXN viability inconclusive and Nrf2 block inconclusive.
For CC(C)(C)Nc1nc(Cl)nc(Nc2ccccc2)n1 the results were TGFb inhibitor 0%, pAkt inh inactive, Nrf2 ARE act 4.3%, MmCpn inh 0%, CCT chaperon mod -5.2, A549 tox -1%, HepG2 viability -2%, ATXN viability inactive and Nrf2 block inconclusive.
COc1ccc(NC(=O)CN(C)C(=O)c2ccc(NS(=O)(=O)c3ccc4[nH]c(=O)[nH]c4c3)cc2)cc1 was read as TGFb inhibitor 2%, pAkt inh inactive, Nrf2 ARE act -1.0%, MmCpn inh 1%, CCT chaperon mod 0.0, A549 tox -8%, HepG2 viability -9%, ATXN viability inactive and Nrf2 block 7%.
Screening CCOC(=O)c1c(NC(=O)NC(C)(C)C)sc2c1CCN(C)C2 returned TGFb inhibitor -13%, pAkt inh inactive, Nrf2 ARE act -0.7%, MmCpn inh 0%, CCT chaperon mod -1.2, A549 tox 0%, HepG2 viability 23%, ATXN viability inconclusive and Nrf2 block -5%.
Cc1ccc2oc(-c3cccc(NC(=O)c4ccc(Br)o4)c3C)nc2c1 was read as TGFb inhibitor 9%, Nrf2 ARE act 2.2%, MmCpn inh -2%, CCT chaperon mod 0.9, A549 tox -3%, HepG2 viability -6%, ATXN viability inactive and Nrf2 block -16%.
For CCOC(=O)C1CCCN(C/C(O)=C(\C#N)c2nc(-c3ccc(Cl)cc3)cs2)C1 (stereo not drawn) the results were TGFb inhibitor -19%, pAkt inh inactive, Nrf2 ARE act 0.2%, MmCpn inh 0%, CCT chaperon mod -2.3, A549 tox 1%, HepG2 viability -30%, ATXN viability inactive and Nrf2 block inconclusive.
Screening Cn1c(-c2ccccc2)cnc1NCc1cc(Cl)ccc1O returned TGFb inhibitor -17%, pAkt inh inactive, Nrf2 ARE act 6.6%, MmCpn inh 1%, CCT chaperon mod -2.5, A549 tox 5%, HepG2 viability -15%, ATXN viability inactive and Nrf2 block 1%.
Cc1[nH]n(-c2ccccc2)c(=O)c1C=Nc1ccc2[nH]c(=O)[nH]c2c1 was read as TGFb inhibitor 58%[activator], pAkt inh inactive, Nrf2 ARE act -0.2%, MmCpn inh 0%, CCT chaperon mod -1.5, A549 tox -5%, HepG2 viability 2%, ATXN viability inactive and Nrf2 block 7%.
`CCOC(=O)c1ccc(N2C(=O)c3n[nH]c(-c4ccco4)c3C2c2cccc(OC)c2)cc1` (stereo not drawn) gave TGFb inhibitor 4.5µM*, Nrf2 ARE act -2.1%, A549 tox -29%, HepG2 viability -73%, ATXN viability inconclusive and Nrf2 block inconclusive.
Screening COc1cccc(C(=O)Nc2nc(-c3ccccc3)c(-c3ccccc3)o2)c1 returned TGFb inhibitor inconclusive, pAkt inh inactive, Nrf2 ARE act 0.9%, MmCpn inh 1%, CCT chaperon mod 0.4, A549 tox -25%, HepG2 viability -26%, ATXN viability inactive and Nrf2 block inconclusive.
Screening CC(C)S(=O)(=O)c1csc(C(=O)NNC(=O)Nc2ccccc2)c1Cl returned TGFb inhibitor 2%, pAkt inh inactive, Nrf2 ARE act 2.9%, MmCpn inh -6%, CCT chaperon mod -1.9, A549 tox 0%, HepG2 viability 1%, ATXN viability inactive and Nrf2 block -9%.
Screening COc1cccc(NC(=O)CN(C)C(=O)CCCc2c[nH]c3ccccc23)c1 returned TGFb inhibitor 1%, pAkt inh inactive, Nrf2 ARE act -0.2%, MmCpn inh inconclusive, CCT chaperon mod 0.0, A549 tox -1%, HepG2 viability -8%, ATXN viability inactive and Nrf2 block -8%.
`Cc1ccc(C)c(NC(=O)CCC(=O)OC(C(=O)c2ccccc2)c2ccccc2)c1` (stereo not drawn) gave TGFb inhibitor 20%, pAkt inh inactive, Nrf2 ARE act -0.4%, MmCpn inh 0%, CCT chaperon mod 2.9, HepG2 viability -7%, ATXN viability inactive and Nrf2 block -16%.
CCOC(=O)C1CCN(C(=O)c2ccc3c(=O)n4nc(Nc5cc(C)ccc5C)sc4nc3c2)CC1 was read as TGFb inhibitor 13µM*, pAkt inh inactive, Nrf2 ARE act -2.1%&-0.4%, MmCpn inh 3%, CCT chaperon mod 0.2, A549 tox -2%&4%, HepG2 viability -26%&-44%, ATXN viability inactive and Nrf2 block -4%.
For CC(=O)c1cccc(NC(=O)Oc2ccccc2)c1 the results were TGFb inhibitor -1%, pAkt inh inactive, Nrf2 ARE act -0.5%, MmCpn inh -4%, CCT chaperon mod 0.9, A549 tox -2%, HepG2 viability -7%, ATXN viability inactive and Nrf2 block 2%.
Cn1c(=O)cc(SCC(=O)N2CCN(Cc3ccc4c(c3)OCO4)CC2)c2ccccc21 was read as TGFb inhibitor 4%, pAkt inh inactive, Nrf2 ARE act 2.4%, MmCpn inh 0%, CCT chaperon mod 2.8, A549 tox -3%, HepG2 viability -15%, ATXN viability inconclusive and Nrf2 block -11%.
`CCCn1c(=O)sc2cc(NC(=O)c3ccccc3OCC)ccc21` gave TGFb inhibitor -9%, Nrf2 ARE act -0.4%, A549 tox 1%, HepG2 viability -22%, ATXN viability inactive and Nrf2 block -2%.
`CC(=O)c1cccc(NC(=O)C2CCCN(S(=O)(=O)c3ccc(F)cc3)C2)c1` (stereo not drawn) gave TGFb inhibitor -26%, pAkt inh inactive, Nrf2 ARE act -0.2%, MmCpn inh -1%, CCT chaperon mod -7.3, A549 tox -7%, HepG2 viability -8%, ATXN viability inactive and Nrf2 block -5%.
For O=C(/C=C/c1cccs1)N1CCC2(CC1)Oc1ccc(Cl)cc1C(=O)C21CC(c2cccnc2)=NO1 (stereo not drawn) the results were TGFb inhibitor -15%, pAkt inh inactive, Nrf2 ARE act -1.2%, MmCpn inh 1%, CCT chaperon mod -1.3, A549 tox -8%, HepG2 viability -15%, ATXN viability inactive and Nrf2 block 5%.
`CC(=O)Nc1ccccc1NC(=O)c1cc(C)cc(C)c1` gave TGFb inhibitor 14%, pAkt inh inactive, Nrf2 ARE act 2.3%, MmCpn inh 1%, CCT chaperon mod -1.8, A549 tox -7%, HepG2 viability -3%, ATXN viability inactive and Nrf2 block -1%.
Screening CCC(C(=O)Nc1ccc(C(=O)OC)cc1)n1nc(-c2ccc(C)c(C)c2)ccc1=O (stereo not drawn) returned TGFb inhibitor -9%, Nrf2 ARE act -0.8%, A549 tox -4%, HepG2 viability -19%, ATXN viability inactive and Nrf2 block inconclusive.
COc1ccc(NC(=O)CSc2nc(N)c3cc4c(nc3n2)CC(C)(C)OC4)cc1 was read as TGFb inhibitor 14%, pAkt inh inactive, Nrf2 ARE act 2.2%, MmCpn inh 2%, CCT chaperon mod -1.3, A549 tox 12%, HepG2 viability -25%, ATXN viability inactive and Nrf2 block inconclusive.
Screening CCOc1cccc(C(=O)N2CCCCC2c2cccnc2)c1 (stereo not drawn) returned TGFb inhibitor -7%, pAkt inh inactive, Nrf2 ARE act -0.7%, MmCpn inh -1%, CCT chaperon mod -0.3, A549 tox 2%, HepG2 viability -6%, ATXN viability inactive and Nrf2 block -17%.
For COc1ccc(S(=O)(=O)Nc2cccc3c2O[C@H](CN(C)CC2CCCCC2)[C@@H](C)CN([C@H](C)CO)C3=O)cc1 the results were TGFb inhibitor inconclusive, pAkt inh inactive, Nrf2 ARE act -0.8%, MmCpn inh 1%, CCT chaperon mod -0.9, A549 tox -1%, HepG2 viability -6%, ATXN viability inactive and Nrf2 block 0%.
For CN(C)CCC(=O)NCC1OCCc2ccccc21 (stereo not drawn) the results were TGFb inhibitor 4%, pAkt inh inactive, Nrf2 ARE act -0.8%, MmCpn inh 2%, CCT chaperon mod -0.1, A549 tox -2%, HepG2 viability -16% and ATXN viability inactive.
Screening Cc1[nH]c2ccccc2c1C(=O)C(=O)NC1CC(=O)N(c2cccc(F)c2)C1 (stereo not drawn) returned TGFb inhibitor 1%, Nrf2 ARE act 4.4%, A549 tox 0% and HepG2 viability -1%.

Screens as filed in PubChem BioAssay.
